Screens from PubChem.
ALDH1A1 inh: ALDH1A1 (human) enzyme inhibition | P00352 | actives 7.3% (n = 220,000) | Purified ALDH1A1, NADH fluorescence, propionaldehyde substrate | Potency, µM (highest dose often 75.3 µM), without a hit: at the highest dose activity, negative = inhibition, hits mostly inhibitors; active means well fitted inhibition curve with a large enough effect, not every such curve was filed as active; inconclusive means small, poorly fitted or top-dose-only effect, or another doubt; inactive means no such curve, though single readings can be large or run the other way;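 further: plate controls were no enzyme wells and a reference inhibitor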
Target sequence (P00352 whole entry, looked up): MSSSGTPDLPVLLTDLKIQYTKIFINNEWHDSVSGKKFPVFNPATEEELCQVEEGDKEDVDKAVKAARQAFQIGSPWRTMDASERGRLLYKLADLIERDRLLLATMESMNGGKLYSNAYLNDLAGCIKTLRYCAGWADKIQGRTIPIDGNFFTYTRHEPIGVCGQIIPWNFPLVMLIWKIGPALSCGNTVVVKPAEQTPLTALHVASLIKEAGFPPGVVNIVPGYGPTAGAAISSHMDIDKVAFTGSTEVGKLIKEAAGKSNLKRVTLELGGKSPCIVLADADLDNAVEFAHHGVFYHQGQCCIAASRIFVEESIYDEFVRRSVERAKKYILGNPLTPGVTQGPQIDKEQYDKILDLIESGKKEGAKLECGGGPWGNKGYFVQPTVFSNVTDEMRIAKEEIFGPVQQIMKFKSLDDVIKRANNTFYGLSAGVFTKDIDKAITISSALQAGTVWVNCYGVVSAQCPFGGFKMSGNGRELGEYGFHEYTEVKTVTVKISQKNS
NPSR antagonist: neuropeptide S receptor (human) antagonism, cAMP; Q6W5P4; CHO-NPSR cells, cAMP TR-FRET, antagonist mode; Potency, µM (top dose mostly 38.3 µM), for inactives: at the highest dose activity change, negative = inhibition, most hits filed as inhibitors; actives 1% (n = 220,000); AID 1461; further: on the % scale 0 is the no-effect control and ±100 the full control effect; nearly all actives have a fitted effect of over 50% in size; many of its hits are not listed in these tables
Target sequence (Q6W5P4 whole entry, looked up): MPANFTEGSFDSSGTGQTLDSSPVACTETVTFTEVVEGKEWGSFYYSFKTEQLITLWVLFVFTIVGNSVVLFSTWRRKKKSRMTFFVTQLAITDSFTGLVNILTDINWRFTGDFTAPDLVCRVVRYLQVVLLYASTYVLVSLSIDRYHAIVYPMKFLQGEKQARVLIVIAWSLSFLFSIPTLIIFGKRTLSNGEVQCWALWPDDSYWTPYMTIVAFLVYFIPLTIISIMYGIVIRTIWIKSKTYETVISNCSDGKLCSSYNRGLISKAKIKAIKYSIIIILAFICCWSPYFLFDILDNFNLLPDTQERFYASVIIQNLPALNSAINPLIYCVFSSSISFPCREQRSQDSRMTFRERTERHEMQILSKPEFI
GLA spleen mod: alpha-galactosidase A (human) modulation | P06280 | human spleen homogenate, 4MU-alpha-Gal fluorescence, 40 min | Potency, µM (highest dose often 80 µM), without a hit: top-dose activity change, negative = inhibition, usual class: inhibitors | actives 0.008% (n = 240,000) | AID 2107;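 further: 0% = enzyme with vehicle and -100% = no enzyme basal signal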
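Human spleen homogenate (1 ug) as enzyme source, 4-methylumbelliferyl-alpha-D-galactopyranoside 1 mM final, citrate/phosphate pH 5.0 with 0.01% Tween-20. Compounds 40 min at 37C, NaOH/glycine stop; fluorescence Ex 365/Em 440, Hill-fit AC50.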
GAA spleen mod: lysosomal alpha-glucosidase (human) modulation | actives 0.006% (n = 240,000) | AID 2112 | Potency, µM (highest dose often 79.9 µM), for the others: at the highest dose activity change, negative = inhibition, hits mostly inhibitors | human spleen homogenate, 4-MU-alpha-glucoside fluorescence | P10253;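 further: 0% = enzyme with vehicle and -100% = no enzyme basal signal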
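Compounds were titrated against alpha-glucosidase in spleen homogenate at pH 5.0, with 1 mM 4-methylumbelliferyl substrate for 40 min at 37 C. Reactions were quenched with pH 10 NaOH/glycine and fluorescence measured.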
GAA inh: alpha-glucosidase (human) inhibition; P10253; purified human GAA, 4-MU-alpha-glucoside fluorescence; Potency, µM (highest dose often 76.9 µM), for inactives: top-dose activity change, negative = inhibition, most hits filed as inhibitors; actives 0.005% (n = 200,000); AID 1466;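 further: plate controls were uninhibited enzyme wells for no effect and no-enzyme background for full effect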
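Fluorogenic assay: 4 nM human alpha-glucosidase with 400 uM 4-methylumbelliferyl-alpha-D-pyranoside in 50 mM citrate/phosphate, 0.005% Tween-20, pH 5.0, 20 min at room temperature. Compounds tested up to 77 uM; AC50 from Hill fits.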
Epigenetic reg: derepresses silenced GFP reporter in murine cells | actives 0.2% (n = 280,000) | murine LDR cells, GFP reporter derepression, 30 h | Potency, µM (series often up to 53.9 µM), for the others: at the highest dose GFP activation, most hits filed as activators; further: % of control where 0% means no effect; nearly all actives have a fitted effect of over 60% in size
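In this reporter-derepression format, murine cells bearing a silenced integrated CMV-GFP locus incubate with test compound (30 h, 37 C), then are washed and imaged; fluorescent objects of 20–120 um count as induced cells.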
GAA glycogen: alters human alpha-glucosidase cleavage of glycogen. actives 0.38% (n = 300,000). recombinant GAA, glycogen substrate, Amplex Red glucose oxidase fluorescence. Potency, µM (highest dose often 76.4 µM), for inactives: at the highest dose activity change, negative = inhibition, most hits filed as inhibitors. P10253. AID 2100;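 further: 0% = full enzyme reaction and -100% = no-enzyme basal signal; the screen sought inhibitors and activators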
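Recombinant enzyme (4 nM final) with compounds titrated up to 77 uM and bovine liver glycogen (30 ug) in citrate pH 5.0, 0.01% Tween-20, 37 C 40 min. Released glucose detected by Amplex Red/glucose oxidase (Ex 573/Em 610); AC50 from Hill fits.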
Tau fluor counter: counter-screen for tau fibril formation inhibitors | actives 0.93% (n = 280,000) | Potency, µM (top dose mostly 57.7 µM), inactives show at the highest dose activity change, negative = decrease | AID 1463 | tau K18 P301L (four-repeat tau fragment) Alexa594 fluorescence, heparin fibrillization; further: on the % scale 0 is the no-effect control and ±100 the full control effect; nearly all actives have a fitted effect of over 55% in size
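Human K18 P301L tau (15 uM unlabeled plus 0.24 uM Alexa 594-labeled, final) in 100 mM sodium acetate pH 7 was mixed with compound and 20 uM heparin and incubated 6 hr at 37 C.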
The depositor's hits bear a star; ? = inconclusive; · = no result given; & = joins results of further samples; [ ] = dose if it differs, or a comment. Unless noted, the call rests on the fitted dose curve; in most records, active means well fitted curve in the direction sought with a large enough effect; inconclusive means small, poorly fitted or top-dose-only effect, or another doubt; inactive means no such curve, though single readings can be large; an effect the other way counts as inactive or inconclusive. Potency means the concentration at half of the fitted maximal effect. Only part of the results is shown. The share of hits here may be higher or lower than overall.

entry	canonical_smiles	ALDH1A1 inh	NPSR antagonist	GLA spleen mod	GAA spleen mod	GAA inh	Epigenetic reg	GAA glycogen	Tau fluor counter
1	Cc1cc(-c2ccccc2)nc(N2CCN(c3ccccn3)CC2)n1	183%[activator]	-23%[46.1 µM]	-6%	-3%	-3%	-2.3%	-7%	-12%
2	Cc1cccc(C)c1NC(=O)COC(=O)CSc1nnc(N)s1	0%	12%	-2%	-3%	-4%	0.0%	-1%	-4%
3	CCCN1Cc2cccc(C(=O)NC(CC(=O)OCC)c3ccc(OCC)c(OC)c3)c2C1=O (configuration not stated)	?	-15%	-5%	-2%	-7%	-1.3%	-1%	-5%
4	Cc1cnc(C(=O)Oc2c(C)ccc(C)c2C)cn1	8%	5%	-3%	0%	2%	1.1%	-3%	-6%
5	CCOC(=O)C1=C(O)/C(=C\c2ccc(CNC(=O)C(=O)Nc3ccc(C)c(C)c3)o2)N=C1C	-13%	-6%[46.1 µM]	-2%	4%	0%	?	-16%	-17%
6	O=c1cc(-c2ccc(F)cc2)[nH][nH]1	2%	9%	-2%	0%	-2%	-4.6%	-4%	-12%
7	Cc1cccc(-n2cc3c(=O)n(C)c(=O)n(C)c3c2)c1	?	-10%	16%	3%	-5%	2.1%	-1%	-1%
8	O=C(/C=C/c1cccnc1)c1cc(F)ccc1O	?	16%	-2%	9%	-7%[15.4 µM]	-0.8%	7%	26%

Next structures follow.
entry	canonical_smiles	ALDH1A1 inh	NPSR antagonist	GLA spleen mod	GAA spleen mod	GAA inh	Epigenetic reg	GAA glycogen	Tau fluor counter
9	COCCN(CCOC)C(=S)Nc1cc(S(=O)(=O)N(C)C)ccc1C	?	2%	-5%	-10%	-9%	1.1%	6%	3%
10	O=C(CCc1cnccn1)NC1CCCc2c1cnn2-c1ccc(F)cc1F (configuration not stated)	0%	-11%	-4%	-3%	1%	2.1%	5%	-18%
11	c1ccc(-c2nc(NCCCn3ccnc3)c3ccccc3n2)cc1	-8%	-11%	2%	1%	-9%	4.9%	-1%	-18%
12	COc1cc(SC)ccc1C(=O)N1CCN(c2ccccc2F)CC1	1%	-16%	-7%	-5%	18%	-1.1%	12%	7%
13	Cc1cccc(N=Cc2c(O)cc(C)oc2=O)c1	?	12%	3%	-5%	3%	-0.4%	11%	7%
14	CC(C)Cc1cc(CN2CCC(CO)(Cc3cccc(C(F)(F)F)c3)CC2)[nH]n1	-3%	18%	2%	3%	11%	-0.1%	1%	-3%
15	CCc1nnc(NC(=O)CSc2nnc(-c3ccoc3C)n2-c2ccccc2)s1	?	5%[7.67 µM]	-1%	-14%	2%	-4.3%	4%	-8%
16	COc1ccc(Cc2[nH]n3c(=O)cc(C(C)C)nc3c2-c2ccccc2)cc1	-9%	-16%	-3%	-2%	?	-1.4%	4%	2%

(cont.)
entry	canonical_smiles	ALDH1A1 inh	NPSR antagonist	GLA spleen mod	GAA spleen mod	GAA inh	Epigenetic reg	GAA glycogen	Tau fluor counter
17	CCOC(=O)c1sc(-c2cccc(C(F)(F)F)c2)nc1O	10%	38%	-11%	-5%	-3%	-1.5%	-5%	-14%
18	O=C(CSc1nnc2c(n1)[nH]c1ccccc12)OCc1ccccc1	-7%	1%[46.1 µM]	4%	1%	-5%	-1.0%	6%	4%
19	COc1ccc(-c2nnc(NC(=O)C3CC3)o2)cc1	5%	17%	-5%	-4%	-3%	-0.5%	3%	5%
20	COc1ccccc1NC(=O)/C=C/c1ccc2c(c1)OCO2	-5%	-7%	1%	7%	-3%	1.1%	-1%	-20%
21	O=c1cc(N2CCN(c3ccccc3)CC2)[nH]c(=O)n1-c1ccccc1Cl	?	-1%[46.1 µM]	12%	3%	0%	-2.5%	-2%	-4%
22	CCOP(=O)(OCC)C(Nc1ccccc1)c1ccccc1C(F)(F)F (configuration not stated)	·	-13%	1%	-6%	·	0.1%	-20%	-23%
23	Cn1c(=O)c2[nH]c(N=Nc3ccc(N)cc3N)nc2n(C)c1=O	·	-56%	-4%	2%	·	1.0%	5%	?
24	COc1ccc(CCN2C(=O)CC(N3CCN(S(=O)(=O)c4ccccc4)CC3)C2=O)cc1OC (configuration not stated)	-9%	-1%	7%	5%	-3%	-0.5%	-8%	10%

Copied from the list.
Reading for `COc1ccccc1NC(=O)/C=C/c1ccc2c(c1)OCO2` in ALDH1A1 inh: -5%
Reading for `CCOC(=O)c1sc(-c2cccc(C(F)(F)F)c2)nc1O` in GLA spleen mod: -11%
Reading for `COc1ccc(-c2nnc(NC(=O)C3CC3)o2)cc1` in GLA spleen mod: -5%
Reading for `CCOP(=O)(OCC)C(Nc1ccccc1)c1ccccc1C(F)(F)F` (configuration not stated) in Epigenetic reg: 0.1%
Reading for `O=c1cc(N2CCN(c3ccccc3)CC2)[nH]c(=O)n1-c1ccccc1Cl` in NPSR antagonist: -1%[46.1 µM]
Reading for `Cn1c(=O)c2[nH]c(N=Nc3ccc(N)cc3N)nc2n(C)c1=O` in Epigenetic reg: 1.0%

Quoted at random: 2 records from the list
entry	canonical_smiles	ALDH1A1 inh	NPSR antagonist	GLA spleen mod	GAA spleen mod	GAA inh	Epigenetic reg	GAA glycogen	Tau fluor counter
3	CCCN1Cc2cccc(C(=O)NC(CC(=O)OCC)c3ccc(OCC)c(OC)c3)c2C1=O (configuration not stated)	?	-15%	-5%	-2%	-7%	-1.3%	-1%	-5%
16	COc1ccc(Cc2[nH]n3c(=O)cc(C(C)C)nc3c2-c2ccccc2)cc1	-9%	-16%	-3%	-2%	?	-1.4%	4%	2%

Following part
The line under a structure holds: ALDH1A1 inh	NPSR antagonist	GLA spleen mod	GAA spleen mod	GAA inh	Epigenetic reg	GAA glycogen	Tau fluor counter
[25] N#C/C(=C\c1ccccc1[N+](=O)[O-])C(=O)NC1CCCCC1
→ 7.1µM*	-20%	6%	7%	-11%	-4.0%	2%	-19%
[26] CC(SC1=NCCS1)C(=O)Nc1nnc(-c2ccc(Cl)cc2)s1 (configuration not stated)
→ -3%	-23%[46.1 µM]	9%	6%	0%	-0.8%	3%	-20%
[27] O=C(O)CC1(CC(=O)Nc2ccc3ccccc3n2)CCCCC1
→ ·	-19%	-3%	-16%	·	0.0%	-1%	7%
[28] Cc1nnsc1-c1c(C(=O)N2CCOCC2)c(C)nn1-c1ccccc1
→ ·	-28%	4%	-4%	·	-2.4%	3%	3%
[29] O=[N+]([O-])c1cccnc1NCCNc1ncc(C(F)(F)F)cc1Cl
→ -4%	-23%[46.1 µM]	-17%	-5%	-5%	-1.9%	-10%	-29%
[30] Cc1ccc(-n2cccn2)c(CN2CCCC(C(=O)c3sccc3C)C2)c1 (configuration not stated)
→ -8%	47%	-1%	-4%	-10%	0.3%	3%	-3%
[31] CCc1ccccc1NC(=O)c1ccc(-n2c(C)ccc2C)cc1
→ -8%	-20%[46.1 µM]	0%	-2%	0%	-1.4%	12%	-11%
[32] Cc1ccc(C)c(NC(=S)NNC(=S)Nc2ccc(C(C)C)cc2)c1
→ ?	8%	-2%	-5%	3%	-0.1%	?	-10%
[33] COC(=O)C1=C(C)N(Cc2ccccc2)[C@]23O[C@](C(=O)OC)(C(=O)N2C1c1ccccc1)C(c1ccccc1)C3C(=O)c1ccccc1 (some centres not stated)
→ 5%&2%[13.5 µM]	·	-7%&11%[17.5 µM]	2%&7%[17.4 µM]	·	1.1%&0.0%[10.1 µM]	·	-16%&4%[11.6 µM]
[34] O=C1CCCC2=C1C(c1ccc(O)c(O)c1)c1c(ccc3ncccc13)N2 (configuration not stated)
→ ?	1%	6%	-9%	3%	-4.1%	?	?

Carrying on.
The line under a structure holds: ALDH1A1 inh	NPSR antagonist	GLA spleen mod	GAA spleen mod	GAA inh	Epigenetic reg	GAA glycogen	Tau fluor counter
[35] COc1ccccc1-c1noc(-c2ccccc2C(=O)NCc2ccco2)n1
→ -6%	7%	-1%	6%	3%	-1.9%[10.1 µM]	18%	-6%
[36] COc1ccc(NC(=S)Nc2ccc(S(N)(=O)=O)cc2)c(OC)c1
→ ?	3%	3%	2%	13%	-4.2%	-22%	-13%
[37] Cc1nc(NC(=O)c2ccc(-c3cc4ccccc4oc3=O)cc2)ccc1Br
→ ?	?	11%	-1%	3%	-1.3%	9%	7%
[38] CCn1c(S(=O)(=O)O)nc2ccccc21
→ ·	-18%	2%	2%	·	1.2%	5%	-7%
[39] O=C(Cn1cncn1)N/N=C/c1c2ccccc2cc2ccccc12
→ -1%	-17%[46.1 µM]	-2%	-3%	-4%	-1.1%	-3%	-22%
[40] Cc1cc2cc(CN(Cc3cccs3)S(=O)(=O)c3ccc4c(c3)OCCO4)c(=O)[nH]c2cc1C
→ 0%	-21%	1%	-6%	-2%	-1.1%	-4%	-9%
[41] CCc1nnc(NC(=O)CSc2nc3c(cc2C#N)CCC3)s1
→ -7%	?	6%	-1%	-6%	2.0%	6%	-16%
[42] CCN(CC)c1ccc2cc(-c3nnc(-c4ccccc4)o3)c(=O)oc2c1
→ ?	-14%[46.1 µM]	-21%	-5%	6%	3.2µM*	5%	-7%
[43] COC(=O)c1[nH]c2ccccc2c1NC(=O)CN1CCN(C/C=C/c2ccccc2)CC1
→ -11%	-17%[46.1 µM]	-2%	10%	1%[15.4 µM]	0.7%	6%	?
[44] COCCn1c(-c2ccc(-c3ccc([N+](=O)[O-])cc3Br)o2)nc2c1c(=O)[nH]c(=O)n2CC(C)C
→ 16µM*	-57%	-1%	-7%	-5%	?	0%	-17%
[45] CC1=NN(C(=O)c2cccnc2)C(O)(C(F)(F)F)C1 (configuration not stated)
→ 5%	16%	2%	-3%	-6%	-1.7%	9%	-1%
[46] COc1cc(NS(=O)(=O)c2ccc(C)cc2)c2ncccc2c1
→ 0%	?	7%&2%	-12%&0%	-2%	?	5%	?
[47] O=C(N/N=C/c1coc2ccccc2c1=O)c1cc2ccccc2o1
→ 10µM*	0%	5%	-8%	-1%	-6.1%	-8%	-2%
